CSN deneddyl inh: inhibitors of CSN-mediated cullin deneddylation, primary screen, biochemical, fluorescence polarization, uHTS; COP9 signalosome complex subunit 5 (Homo sapiens), Q92905; Purified CSN, SCF-Nedd8-OG deneddylation; hit rate 0.38% among 360,000; inhibition, % at 12.5 µM;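 active = pattern-corrected inhibition above about 35%, with an unprinted fluorescence ratio check between 0.5 and 1.5, limit read from the data, passing the limit was not always enough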;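 also: 0% = enzyme with substrate and 100% = substrate without enzyme; some results filed as inactive read as strong as hits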
Target sequence (Q92905 whole entry, looked up, one chain of several): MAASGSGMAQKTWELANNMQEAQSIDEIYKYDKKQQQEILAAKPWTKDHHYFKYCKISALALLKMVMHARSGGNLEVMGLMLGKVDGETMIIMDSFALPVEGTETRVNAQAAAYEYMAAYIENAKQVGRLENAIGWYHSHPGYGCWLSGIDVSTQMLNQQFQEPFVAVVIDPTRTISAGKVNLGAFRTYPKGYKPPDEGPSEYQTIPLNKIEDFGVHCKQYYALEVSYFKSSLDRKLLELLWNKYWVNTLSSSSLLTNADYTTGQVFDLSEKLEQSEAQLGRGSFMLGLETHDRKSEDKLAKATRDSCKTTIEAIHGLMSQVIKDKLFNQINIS
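Material: human Csn5 produced in HEK293T cells; Input: enzyme 0.24 nM; Reagent: SCFSkp2-Nedd8OG substrate at 10 nM final; Dosing: 12.5 µM compound; Incubation: 90 min reaction at room temperature; Detection: fluorescence polarization of the substrate; Evaluation: % inhibition of substrate cleavage by Csn5; Control set: substrate-only high control, full reaction low control.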
bovine MsrA act: bovine MsrA enzyme activators, primary screen, biochemical, absorbance, HTS; Methionine sulfoxide reductase A (Bos taurus); purified bovine MsrA, absorbance read-out; activation, % at 10.6 µM; hit rate 0.3% among 360,000; AID 602163, 2012; in the data active = activation above about 7.5%;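 also: 0% = vehicle and 100% = reference activator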
TbMetRS inhib: T. brucei MetRS inhibitors, primary screen, biochemical, luminescence; methionyl-tRNA synthetase (Trypanosoma brucei brucei); purified T. brucei MetRS, ATP depletion, Kinase-Glo luminescence; inhibition, % at 11.9 µM; hit rate 0.4% among 360,000; AID 624268, 2012;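 active = inhibition above a per-plate cutoff of the control wells' mean inhibition plus 3 SD, cut at about 5.5% in these data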;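 also: 0% = DMSO wells median and 100% = median of wells with control inhibitor compound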
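Measured by: Kinase-Glo luciferase luminescence reporting remaining unconsumed ATP. Material: purified T. brucei MetRS enzyme. Doses: 11.9 µM compound single dose, 0.9% DMSO. Medium: HEPES buffer containing pyrophosphatase, BSA, spermine, DTT. Times: 15 min preincubation, 2 h reaction, all 25 °C. Reagent: methionine, ATP and bulk E. coli tRNA.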
Rin1 Abl inh: inhibitors of Rin1-Abl protein binding, primary screen, biochemical, TR-FRET; Tyrosine-protein kinase ABL1 (Homo sapiens) + Ras and Rab interactor 1 (Homo sapiens), …; inhibition, % at 7.35 µM; hit rate 0.4% among 360,000; AID 588664, 2011; in the data active = inhibition above about 5%, passing the limit was not always enough
Neddyl block: inhibitors of cullin neddylation, primary screen, biochemical, TR-FRET, uHTS, NAE and Ubc12. NEDD8-conjugating enzyme Ubc12 (Homo sapiens) + NEDD8-activating enzyme E1 regulatory …. calls only at 25 µM. hit rate 0.58% among 360,000. AID 651699, 2012; in the data active = inhibition above about 36%
MsrA inh: bovine MsrA enzyme inhibitors, primary screen, biochemical, absorbance, HTS; Methionine sulfoxide reductase A (Bos taurus); purified bovine MsrA, absorbance read-out; inhibition, % at 15.5 µM; hit rate 0.75% among 360,000; AID 651718, 2012; in the data active = inhibition above about 4.5%;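 also: 0% = vehicle wells with enzyme and 100% = reference inhibitor wells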
MLLE-PAM2 inh: inhibitors of PABP1 MLLE–PAM2 peptide binding, primary screen, biochemical, fluorescence polarization, FITC-PAM2, GST-MLLE; inhibition, % at 20 µM; Polyadenylate-binding protein 1 (Homo sapiens), P11940; AID 588489, 2011; hit rate 0.36% among 360,000; in the data active = inhibition above about 35%, passing the limit was not always enough;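 also: plate controls were DMSO wells with GST-MLLE for no effect and wells lacking GST-MLLE protein for full effect; some results filed as inactive read as strong as hits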
E coli Lon inh: inhibitors of E. coli Lon protease, primary screen, biochemical, fluorescence polarization; purified E. coli Lon protease; inhibition, % at 7.94 µM; hit rate 0.42% among 360,000; in the data active = inhibition above about 13%, passing the limit was not always enough;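 also: 0% = enzyme with probe and DMSO and 100% = no enzyme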
Target sequence (P0A9M0 whole entry, looked up): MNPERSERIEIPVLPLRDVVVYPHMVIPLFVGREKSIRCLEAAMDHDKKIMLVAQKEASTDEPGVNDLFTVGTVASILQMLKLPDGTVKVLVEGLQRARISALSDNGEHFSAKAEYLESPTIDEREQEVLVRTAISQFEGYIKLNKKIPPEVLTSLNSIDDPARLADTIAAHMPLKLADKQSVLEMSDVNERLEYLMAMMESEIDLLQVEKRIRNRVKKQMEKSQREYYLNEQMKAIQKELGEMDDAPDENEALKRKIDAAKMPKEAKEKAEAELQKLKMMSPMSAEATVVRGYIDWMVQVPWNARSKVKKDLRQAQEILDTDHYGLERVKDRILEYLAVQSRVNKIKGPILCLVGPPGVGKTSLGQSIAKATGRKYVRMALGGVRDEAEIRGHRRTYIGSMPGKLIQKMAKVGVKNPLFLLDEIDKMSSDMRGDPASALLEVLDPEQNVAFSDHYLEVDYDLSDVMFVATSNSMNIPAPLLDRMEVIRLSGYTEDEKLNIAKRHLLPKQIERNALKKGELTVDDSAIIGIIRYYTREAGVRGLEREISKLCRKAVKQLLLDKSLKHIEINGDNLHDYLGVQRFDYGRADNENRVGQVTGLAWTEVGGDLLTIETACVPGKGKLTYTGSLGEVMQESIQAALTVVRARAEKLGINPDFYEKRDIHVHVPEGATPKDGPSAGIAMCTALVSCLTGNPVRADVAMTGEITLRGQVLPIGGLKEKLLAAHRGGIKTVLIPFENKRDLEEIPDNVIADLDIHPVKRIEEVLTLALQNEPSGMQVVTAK
FAS-TE inh: FAS thioesterase domain inhibitors, primary screen, biochemical, fluorescence intensity, uHTS | recombinant FAS-TE, OMFH fluorogenic substrate, fluorescence endpoint | inhibition, % at 15 µM | hit rate 0.67% among 360,000;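 active = compounds whose normalised, plate-corrected inhibition of enzyme fluorescence in the single-dose primary screen is 50% or more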;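 also: 0% = DMSO with enzyme and 100% = substrate without enzyme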
Starred values were filed as active, the others as inactive; i = inactive; . = not tested or not shown; + = active, no number.

SMILES	CSN deneddyl inh	bovine MsrA act	TbMetRS inhib	Rin1 Abl inh	Neddyl block	MsrA inh	MLLE-PAM2 inh	E coli Lon inh	FAS-TE inh
Cc1ccc(C(=O)NNC2=NC(C)(C)Cc3ccccc32)cc1	-3	-4	0.2	-2	i	-0.2	18	-10	-8
COc1ccc(F)cc1C(=O)C1CCCN(Cc2cnc(N3CCCC3)s2)C1 (stereo not drawn)	-1	-11	-1.6	1	i	0.2	11	0	-5
N#C/C(=C/c1ccc(N2CCOCC2)o1)c1ccc(Br)cc1	80*	-7	0.3	5	i	0.1	-132	-289	-31
Cc1ccc(NC(=O)N2CCCC2C(=O)Nc2ccc(-n3cnnn3)c(C)c2)cc1 (stereo not drawn)	0	-3	-1.5	-4	i	-0.4	-3	11	-3
CC(C)c1c(C(=O)N/N=C/c2ccco2)nnn1-c1nonc1N	-2	-3	0.2	-2	i	3.3	-8	-14	-4
COc1cccc(C(=O)O[C@H]2[C@H](C)NS(=O)(=O)[C@H]3C[C@@H]4C=C[C@]23O4)c1	-4	-2	-0.5	1	i	-0.4	0	-10	-13
Fc1ccccc1Cc1noc(CN2CCCC(CN3CCOCC3)C2)n1 (stereo not drawn)	-1	-1	-0.3	-1	i	-0.4	-1	0	-4
CN(Cc1ccc(Cl)cc1)C(=O)c1ccc(S(=O)(=O)NCc2ccco2)cc1	-2	-1	-0.1	-3	i	0.4	6	-7	10
CC(=O)c1cccc(N(CC(=O)NC2CCCCC2)C(=O)c2csnn2)c1	0	-4	-0.1	-2	i	-0.9	25	-4	-3
COC(=O)c1ccc(NC(=O)COC(=O)c2nc3nccc(C)n3n2)cc1	-3	-5	-0.3	2	i	-0.4	-3	-2	-4
CCn1cc(C(=O)NCC2CCCO2)c(=O)c2cc(F)c(N3CCN(C)CC3)cc21 (stereo not drawn)	-6	-1	-0.8	4	.	2.3	-10	-9	-3
O=C(Nc1cccc(F)c1)c1cc(S(=O)(=O)N2CCOCC2)cs1	5	-2	1.6	-1	i	1.7	4	4	4
O=C(C[n+]1ccccc1)N/N=C/c1c(F)cccc1Cl	-2	-4	-1.0	-2	i	1.3	0	-10	-6
O=[N+]([O-])c1cccc(C=Nc2cccc3ccccc23)c1O	13	-2	0.4	-2	i	-0.6	19	15	-3
COc1ccc(Nc2nc3ccccc3n3cnnc23)cc1	7	-2	-0.5	-1	i	2.6	7	-2	1
Cc1ccc(CNC(=O)C(Cc2ccccc2)NS(=O)(=O)c2cccs2)cc1 (stereo not drawn)	-1	-3	-0.8	-1	i	-0.1	-4	-5	2
CC(=O)Nc1cc(-c2ccc(C(=O)N3CCOCC3)cc2)cn2c(-c3cccc(C(F)(F)F)c3)cnc12	2	-1	-0.1	-1	i	2.1	-8	-10	23
CCN1CCN(Cc2ccc(NC(=O)Nc3ccc(OC)cc3)cc2)CC1	-9	-2	0.3	-3	i	0.1	2	-1	-4
COc1ccc(C(=O)NCCc2nnc3ccc(SCC(=O)N4CCOCC4)nn23)cc1	-1	-3	0.6	5	i	-0.4	-4	-2	-6
O=C(/C=C/c1ccc(Cl)cc1Cl)N(Cc1ccccc1)C1CCS(=O)(=O)C1 (stereo not drawn)	-3	.	.	.	i	-1.4	6	.	26
COc1cc(C(=O)NCC(c2ccco2)N2CCCC2)ccc1OCc1ccccc1 (stereo not drawn)	2	0	-0.1	1	i	0.3	-8	-10	-7
CCC1CCCCN1C(=S)NC(=O)c1ccc(F)c(S(=O)(=O)N2CCOCC2)c1 (stereo not drawn)	0	-5	-0.1	5	i	1.8	25	-1	-2
COc1cc2c(cc1OC)CN(C(=S)Nc1ccccc1)CC2	2	-3	-0.2	-2	i	0.4	-100	7	-3
CC(=O)Oc1ccc(C(=O)O)cc1OC(C)=O	2	0	-0.1	4	i	-0.2	0	4	-1
Cc1ccc(S(=O)(=O)N2[C@@H](c3ccccc3)C(C(=O)O)=CC[C@H]2c2cccs2)cc1	2	-2	-0.1	1	i	-0.7	-41	1	-4
CCn1c(CCNC(=O)c2ccco2)nc2ccccc21	-3	-1	-0.1	4	i	-0.1	-5	1	-1
C=CCN=C1NN=C(c2cc(C)n(CCOC)c2C)CS1	-4	-2	0.3	0	i	1.1	-8	9	-11
Cc1ccnn1CCSCC(=O)O	3	-4	-1.4	-2	i	0.9	-2	2	-7
COc1ccc(C)cc1S(=O)(=O)Nc1cccnc1	2	0	-0.4	5	i	-0.7	-7	-7	-8
CCN(CC(=O)Nc1ccccc1C(F)(F)F)C(=O)c1cccc(N2C(=O)CCC2=O)c1	1	-4	-0.5	-2	i	-1.2	-10	-1	-6
Cc1ccc(-n2nc(C)c3c(C)cc(=O)[nH]c32)cc1	1	-10	-0.9	0	+	1.0	-8	0	-6
CN1CCN(c2ccc([N+](=O)[O-])cc2C(=O)N2CCOCC2)CC1	2	-2	-0.5	-6	i	3.1	4	-3	-9
COC(=O)C1=CN(C2CC2)C=C(C(=O)OC)C1c1ccccc1OC	-3	-1	-0.9	-5	.	-0.2	12	-10	-2
COc1ccc([C@H]2C(C(=O)O)=C[C@@H](C(C)(C)C)N2S(=O)(=O)c2ccccc2)cc1	-8	-4	0.3	-3	i	-0.3	-1	-6	-8
CC(=O)Nc1ccc(NC(=O)CSc2ccc3nnc(CCNC(=O)c4ccccc4)n3n2)cc1	1	-2	-0.2	-3	i	0.4	1	6	-1
COc1ccccc1N1C(=O)S/C(=C\c2cccs2)C1=O	0	0	-0.5	-2	i	0.2	-6	-6	-2
CCOC(=O)C1CCN(CC(O)COc2ccc(C(C)(C)CC)cc2)CC1 (stereo not drawn)	1	-10	-0.7	-2	i	1.9	-7	-6	-6
O=C(NCCc1ccc(Cl)cc1)c1ccc2c(c1)OCO2	3	-4	-0.4	-1	i	-1.2	7	6	6
COc1ccc(CN2C(=O)CS(=O)CC2=O)cc1OC	1	-3	0.7	-4	i	-0.8	34	-4	-4
CC(C)(C)C(=O)O/N=C1/C(=O)N(c2ccccc2)c2ccccc21	7	-3	-1.3	-3	i	-0.7	-6	3	-161
CCCCn1c(N)c(N(CCOC)C(=O)COC(=O)CCOc2ccccc2)c(=O)[nH]c1=O	-1	-1	-0.3	0	i	1.7	0	-8	-1
CCOc1cc(N2C(=O)CC3CS(=O)(=O)CC32)c(OCC)cc1NC(=O)c1ccccc1 (stereo not drawn)	-1	-5	-0.4	1	i	-0.8	8	-4	-8
COc1ccc(CN2CCNC(=O)C2CC(=O)NCCC2=CCCCC2)cc1OC (stereo not drawn)	0	-1	-0.6	0	i	-0.3	5	5	-2
CS(=O)(=O)N1CCN(c2ccc(NC(=O)c3ccc(-c4ccc(Cl)cc4)o3)cc2)CC1	-6	-15	-1.2	1	i	-1.0	-2	4	-6
Cc1ccc(OCCC(=O)OCC(=O)C(C)(C)C)cc1	-3	4	-0.2	-4	i	1.2	-2	1	0
CCOc1cc(/C=N/NC(=O)C(N)=O)cc(Br)c1O	8	-15	-0.9	2	i	4.2	-10	-2	-4
CC(NC(=O)CN1C(=O)NC2(CCCC2)C1=O)c1ccc(Cl)cc1Cl (stereo not drawn)	-5	-5	0.3	6	i	-0.5	-48	-6	-8
Cc1cccc(N2CN=C3SCC(=O)N3C2)c1	-1	-1	0.2	-2	i	-1.8	-19	7	-4
Cc1ccc(C(=O)Nc2nnc(C)s2)cc1	-1	-5	-0.1	2	i	1.4	9	-2	-6
Cc1ccc(C)c(NC(=O)CCN2CCOCC2)c1	6	0	-0.9	1	i	-0.3	-2	10	-1
COc1ccccc1C(=O)n1nc(-c2ccco2)nc1N	5	-1	-0.5	1	i	0.2	-11	-1	-4
O=C(COc1ccc(F)cc1)Nc1cc(S(=O)(=O)N2CCCCC2)ccc1N1CCCCC1	2	-13	-0.7	2	i	-0.3	-40	-3	24
O=C(O)CCCNC(=O)c1nn(Cc2ccccc2)c(=O)c2ccccc12	4	-2	0.7	2	i	-0.5	-2	-5	-7
Cc1cccc(CSc2ncnc3c2cnn3Cc2ccccc2)c1	-2	-4	0.8	-1	i	0.5	0	-6	8
OCC1(Cc2ccccc2C(F)(F)F)CCN(Cc2ccccc2)CC1	-11	-2	-0.5	-2	i	0.2	-6	10	-6
COc1ccc(C(=O)Nc2cc(C)nn2-c2ccc(F)cc2)cc1	0	-2	0.2	1	i	-0.6	-17	1	-2
CCc1cccc(NC(=O)C2CCN(S(=O)(=O)c3ccc4c(c3)NC(=O)CO4)CC2)c1	2	-2	-0.2	5	i	-0.9	6	4	4
NS(=O)(=O)c1ccc(NC(=S)NCc2cccs2)cc1	-4	-2	-0.4	1	i	2.1	3	-7	0
CN1CCN(C(=O)c2ccc3c(c2)N(Cc2cccc(Cl)c2)C(=O)c2ccccc2S3(=O)=O)CC1	2	0	0.2	-2	i	-0.9	16	-10	-5
C=CCN(CC=C)C(=S)NC(=O)c1ccc(OC)cc1	-2	-14	-1.3	5	i	-0.4	28	10	-9
Carrying on.
SMILES	CSN deneddyl inh	bovine MsrA act	TbMetRS inhib	Rin1 Abl inh	Neddyl block	MsrA inh	MLLE-PAM2 inh	E coli Lon inh	FAS-TE inh
CN1CCC(=NNC(=O)C(=O)Nc2ccccc2)CC1	1	0	-0.5	0	i	0.0	-9	-8	-7
CC(C)=CCc1c(O)c(CC=C(C)C)c2c(c1O)C(=O)CC(c1ccc(O)cc1)O2 (stereo not drawn)	-1	-3	0.1	-2	i	-0.1	-7	-8	21
O=C(Cn1cc(/C=N/NC(=O)c2ccccc2Br)c2ccccc21)Nc1ccc(F)cc1	-2	-2	1.0	1	i	2.5	1	-3	39
Cc1ccc(C)c(S(=O)(=O)N2CCN(C(=O)c3cc(S(=O)(=O)NCc4ccccc4)ccc3C)CC2)c1	3	-4	-0.4	0	i	0.0	0	-3	20
CCC1(C)Nc2ccccc2C(=O)N1O (stereo not drawn)	3	-1	-0.3	-1	i	1.2	-4	2	-6
COc1ccc(NC(=O)CCN2C(=O)c3ccccc3C2=O)cc1	1	-2	-0.1	3	i	0.2	10	-7	-6

One compound at a time, as listed above. Screens in order: CSN deneddyl inh, bovine MsrA act, TbMetRS inhib, Rin1 Abl inh, Neddyl block, MsrA inh, MLLE-PAM2 inh, E coli Lon inh, FAS-TE inh
CN1CCC(=NNC(=O)C(=O)Nc2ccccc2)CC1 across the screens: 1, 0, -0.5, 0, i, 0.0, -9, -8, -7
CC(C)=CCc1c(O)c(CC=C(C)C)c2c(c1O)C(=O)CC(c1ccc(O)cc1)O2 (stereo not drawn) across the screens: -1, -3, 0.1, -2, i, -0.1, -7, -8, 21
COc1ccc(NC(=O)CCN2C(=O)c3ccccc3C2=O)cc1 across the screens: 1, -2, -0.1, 3, i, 0.2, 10, -7, -6
CCC1(C)Nc2ccccc2C(=O)N1O (stereo not drawn) across the screens: 3, -1, -0.3, -1, i, 1.2, -4, 2, -6

Source: PubChem
